MIN6 prolif – inducers of MIN6 beta-cell proliferation, primary screen, ATP luminescence, uHTS; proliferation, % at 10 µM; MIN6 cells proliferation, ATPlite luminescence, 48 h; cells starved in 0.2% serum; 100% = growth in 10% serum; actives 0.29% (n = 330,000); AID 2380, 2010;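 active = compounds whose signal lies at least 3.5 SD above the mean of all wells on their plate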;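 note: 0% = DMSO-treated cells in low-serum medium and 100% = 10% serum control; some compounds called inactive have numbers as strong as hits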
APOBEC3A inh – APOBEC3A ssDNA deaminase inhibitors, primary screen, selectivity assay for APOBEC3G inhibitor project, biochemical, FAM/TAMRA oligo cleavage fluorescence; DNA dC->dU-editing enzyme APOBEC-3A (Homo sapiens), P31941; recombinant A3A, FAM/TAMRA ssDNA deamination fluorescence; inhibition, % at 20 µM; actives 0.41% (n = 330,000); AID 493011, 2011;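 active = at least 40% inhibition at 20 µM here, with at most 30% in a related deaminase screen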;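 note: plate controls were A3A with DMSO for no effect and wells lacking A3A enzyme for full effect; some results filed as inactive read as strong as hits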
Target sequence (P31941 whole entry, looked up): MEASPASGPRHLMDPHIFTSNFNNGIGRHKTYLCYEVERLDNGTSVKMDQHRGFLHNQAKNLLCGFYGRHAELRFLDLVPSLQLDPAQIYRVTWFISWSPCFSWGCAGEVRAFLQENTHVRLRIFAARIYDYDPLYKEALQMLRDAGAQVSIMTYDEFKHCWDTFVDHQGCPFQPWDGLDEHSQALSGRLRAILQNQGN
ATG4B inhibitor – ATG4B protease inhibitors, primary screen, biochemical, fluorescence, uHTS | Cysteine protease ATG4B (Homo sapiens), Q9Y4P1 | ATG4B cleavage of LC3-PLA2, NBD-HPC fluorescence, 1 h | inhibition, % at 8.33 µM | actives 0.51% (n = 340,000) | AID 504462, 2011; in the data active = inhibition above about 40%
Target sequence (Q9Y4P1 whole entry, looked up): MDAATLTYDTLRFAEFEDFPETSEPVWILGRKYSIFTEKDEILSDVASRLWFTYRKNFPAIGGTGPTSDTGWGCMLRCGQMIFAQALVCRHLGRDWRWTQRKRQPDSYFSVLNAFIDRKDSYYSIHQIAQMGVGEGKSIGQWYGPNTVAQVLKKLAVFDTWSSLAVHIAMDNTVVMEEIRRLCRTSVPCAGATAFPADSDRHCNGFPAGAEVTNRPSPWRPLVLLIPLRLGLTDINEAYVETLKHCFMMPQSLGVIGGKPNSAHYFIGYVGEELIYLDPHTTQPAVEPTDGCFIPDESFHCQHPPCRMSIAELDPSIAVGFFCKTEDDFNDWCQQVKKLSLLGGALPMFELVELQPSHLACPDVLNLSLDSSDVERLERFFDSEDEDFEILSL
mIAP activ – activators of mouse IAP, primary screen, biochemical, luminescence, uHTS; activation factor at 10 µM; actives 0.24% (n = 330,000); muIAP, CDP-Star luminescence, 30 min; active compounds read high; 1 = vehicle-only enzyme signal, 0 = enzyme-free wells;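 active = activation factor of at least 2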; note: the source names both 10 and 20 µM as test concentration; values of inactives mirror those of a sister screen read the other way
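Assay system: mouse IAP enzyme / Compound: DMSO-dissolved test compounds / Timing: 30 min, room temperature / Measured by: luminescence from enzymatic CDP-Star hydrolysis / Control set: DMSO-only wells, enzyme-free buffer wells as negative control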
mIAP inh – inhibitors of mouse IAP, primary screen, biochemical, luminescence, uHTS; intestinal alkaline phosphatase [Mus musculus]; purified mouse IAP, CDP-Star luminescence, 30 min; inhibition, % at 10 µM; actives 0.2% (n = 330,000);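 active = inhibition of at least 40% at 10 µM in the primary screen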;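 note: plate controls were DMSO with enzyme for no effect and no enzyme wells for full effect; values of inactives mirror those of a sister screen read the other way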
hIAP inh – human IAP inhibitors, primary screen, biochemical, luminescence, uHTS; actives 0.12% (n = 330,000); AID 2544, 2010; inhibition, % at 10 µM; purified IAP, CDP-Star luminescence, 30 min;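 active = inhibition reaching a set limit with compound at 10 µM in the primary screen, cut at about 35% in these data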;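 note: plate controls were DMSO wells with enzyme for no effect and no-enzyme buffer wells for full effect; values of inactives mirror those of a sister screen read the other way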
A3G deaminase – APOBEC3G DNA deaminase inhibitors, primary screen, biochemical, fluorescence, single-stranded DNA substrate, uHTS; DNA dC->dU-editing enzyme APOBEC-3G (Homo sapiens), Q9HC16; recombinant A3G, ssDNA deamination FAM/TAMRA fluorescence; inhibition, % at 20 µM; actives 0.28% (n = 330,000); AID 493012, 2011;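 active = inhibition of at least 40% at 20 µM, with no more than 30% in the related APOBEC3A deaminase screen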;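 note: plate controls were DMSO wells with A3G for no effect and wells lacking A3G enzyme for full effect; some compounds called inactive have numbers as strong as hits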
Target sequence (Q9HC16 whole entry, looked up): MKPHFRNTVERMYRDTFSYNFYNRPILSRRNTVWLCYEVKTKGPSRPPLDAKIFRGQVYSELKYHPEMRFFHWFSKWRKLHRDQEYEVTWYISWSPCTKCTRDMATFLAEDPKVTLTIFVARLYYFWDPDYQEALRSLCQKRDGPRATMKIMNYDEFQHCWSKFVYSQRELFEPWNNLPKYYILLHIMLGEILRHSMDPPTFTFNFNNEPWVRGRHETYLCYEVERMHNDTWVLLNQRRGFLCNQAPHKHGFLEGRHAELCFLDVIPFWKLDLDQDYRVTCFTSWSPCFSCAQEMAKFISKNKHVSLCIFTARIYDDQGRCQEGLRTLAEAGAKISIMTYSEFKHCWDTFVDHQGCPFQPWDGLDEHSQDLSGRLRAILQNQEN
hIAP activ – human IAP activators, primary screen, biochemical, luminescence, uHTS. activation factor at 10 µM. actives 0.16% (n = 330,000). purified human IAP, CDP-Star luminescence, 30 min; active compounds read high; 1 = vehicle-only enzyme, 0 = enzyme-free background. Intestinal-type alkaline phosphatase (Homo sapiens), P09923;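 active = activation factor of the enzyme at least 2-fold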; note: the source names both 10 and 20 µM as test concentration; values of inactives mirror those of a sister screen read the other way
MPTP inh – mitochondrial permeability transition pore inhibitors, primary screen, biochemical, isolated mouse mitochondria, absorbance | inhibition, % at 10 µM | actives 1.4% (n = 360,000) | Ca2+ swelling absorbance, 30 min;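 active = inhibition of 50% or more, scaled per plate between neutral and stimulator controls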;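 note: 0% = DMSO wells given calcium and 100% = 1 mM EGTA wells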
* marks the source's active call; other numbers are inactive results; . = no result given.

SMILES	MIN6 prolif	APOBEC3A inh	ATG4B inhibitor	mIAP activ	mIAP inh	hIAP inh	A3G deaminase	hIAP activ	MPTP inh
Cc1ccc(S(=O)(=O)N2CCN(C(=S)NCc3ccc4c(c3)OCO4)CC2)cc1	-2	-3	-8	1.5	-54	-18	-5	1.2	1.6
COc1ccc(CCNC(=O)CCc2ccc(S(=O)(=O)NC(C)C)cc2)cc1	0	2	-12	0.9	10	13	-1	0.87	-0.1
CCCCOc1cccc(C(=O)Nc2ccc(N3CCN(CC)CC3)cc2)c1	-4	0	-8	0.98	2	-10	-4	1.1	13
CC(Sc1nnc(-c2cccnc2)n1N)C(=O)NCCC1=CCCCC1 (stereo not given)	3	-4	-10	0.99	1	-8	-11	1.1	-0.7
COc1cc2nc(CN3CCN(S(=O)(=O)c4c(F)cccc4F)CC3)[nH]c(=O)c2cc1OC	2	-3	-3	1	-4	-4	-9	1	-0.7
c1csc(C2Nc3cccc4cccc(c34)N2)c1	-3	5	29	0.86	14	7	24	0.93	-1.3
CCc1nn(CCCC(=O)N2CCC(C)CC2)c(=O)c2cc3occc3n12	8	40*	-5	1.1	-8	-33	-2	1.3	0.1
CN(C)C(=S)NC(=O)C(c1ccccc1)c1ccccc1	1	0	-2	1	-1	6	-1	0.94	-0.1
CN(Cc1nc2ccccc2n1C)S(C)(=O)=O	-4	-4	-8	1	-3	-15	-3	1.2	0.3
O=C(c1ccc(Cl)cc1)C1CCN(C(=O)NC2CCCCC2)CC1	2	-1	9	0.99	0	13	-6	0.87	-1.7
CC(C)(C)NC(=O)COC(=O)c1ccc(S(=O)(=O)N2CCCCCC2)cc1	0	1	-11	0.95	5	8	-3	0.92	1.6
C/C(=N/NS(=O)(=O)c1ccc(C(C)C)cc1)c1ccncc1	-3	-2	-11	1	-5	-3	-4	1	0.8
Cc1ccccc1NS(=O)(=O)c1ccc(N2CCCC2=O)cc1	1	-5	-9	0.99	1	-11	-3	1.1	2.1
CCOc1ccc(NC(=O)CC(NCc2ccccn2)C(=O)O)cc1 (stereo not given)	-4	2	-1	1.1	-8	-41	-4	1.4	-2.2
COc1ccc([N+](=O)[O-])cc1NC(=O)c1cccnc1	-1	-6	7	0.93	7	-14	-3	1.1	-0.9
CNC(=O)CCn1nc(-c2ccc(C)cc2)c2ccccc2c1=O	-3	-1	6	1	-1	-9	-3	1.1	-0.9
CCN1CCN(c2ccc(NC(=O)c3ccc(Br)o3)cc2)CC1	-5	13	-6	1.1	-6	-1	-4	1	-1.3
O=C(COC(=O)CNC(=O)c1ccc(Cl)c([N+](=O)[O-])c1)NCC1CCCO1 (stereo not given)	0	0	-4	0.96	4	10	-7	0.9	-0.9
COCn1c(C(O)c2ccccc2)cc2ccccc21 (stereo not given)	2	-2	-2	1.1	-6	-11	-6	1.1	0.6
Cn1cccc1C(=O)OCc1ccc(F)cc1	0	0	4	0.98	2	-4	-7	1	-2.0
COc1cccc2c1C(=O)CC1C2CCC2CC(=O)CCC21C (stereo not given)	3	-1	-3	0.96	4	12	0	0.88	1.8
O=C(NCCOc1ccccc1)c1cccc(S(=O)(=O)NCc2ccccc2)c1	-2	1	5	1.1	-8	8	8	0.92	-1.6
COc1ccc(CN(C)C(=O)COC(=O)c2ccc(-c3ccccc3)cc2)c(OC)c1OC	-5	-2	-4	0.97	3	4	-9	0.96	-1.7
CC1(CCc2ccccc2)NC(=O)N(CC(=O)N2CC(=O)Nc3ccccc32)C1=O (stereo not given)	-2	8	-5	1	-2	-2	2	1	1.3
Cn1cnnc1SCC(=O)n1c2ccccc2c2ccccc21	0	-1	-6	1.1	-7	1	-8	0.99	-0.4
CN1CCN(c2ccc(NC(=O)c3ccc(Oc4ccccc4)cc3)cc2)CC1	0	21	-5	0.98	2	12	-5	0.88	-1.0
Cc1ccc(-n2[nH]c(C)c(C=Nc3ccc(C)cn3)c2=O)cc1	-3	-1	-3	1.1	-6	-28	-2	1.3	-1.1
Cc1c(CC(C)C)nc(N)c(C#N)c1-c1ccccc1	-1	0	-10	0.91	10	13	-4	0.87	-2.3
O=C(COc1ncnc2ccccc12)c1ccc2c(c1)OCCO2	-3	-7	-10	1.1	-13	-1	0	1	1.8
NC(=O)CSc1nnc(COc2ccc3ccccc3c2)o1	-2	-3	2	0.98	2	7	-6	0.93	0.7
CCn1c(SCC(=O)c2cc(C)n(CC3CCCO3)c2C)nc2ccccc21 (stereo not given)	-2	1	-10	0.91	9	-20	-1	1.2	0.4
COc1ccc(N2CCN(C3CCCN(C(=O)c4cccc(C)n4)C3)CC2)cc1 (stereo not given)	-2	1	-1	1	0	-20	-9	1.2	0.6
O=C(COc1ccc(F)cc1)NNC(=O)Cn1ccc(C(F)(F)F)n1	3	-4	6	1	-4	-33	-5	1.3	-2.3
CN(C)C(CNC(=O)c1ccc([N+](=O)[O-])cc1Cl)c1ccco1 (stereo not given)	0	0	-8	0.96	4	1	-3	0.99	-1.2
Cc1nc(NC(=O)CSc2ccc(-c3nc4ccccc4[nH]3)cn2)sc1C	-3	-5	10	0.95	5	2	-8	0.98	-9.0
Oc1csc(Cc2nc(-c3ccc(Br)cc3)cs2)n1	-1	-1	-11	0.86	14	-25	-6	1.2	1.6
CC1CCC(NC(=O)COC(=O)c2ccc3ncsc3c2)CC1 (stereo not given)	-1	1	2	1.1	-8	1	-4	0.99	-1.2
CS(=O)(=O)c1ccc2nc(NC(=O)Nc3cccc(Cl)c3)sc2c1	-4	0	-1	0.86	14	-16	-3	1.2	89*
O=C(O)c1cccc(Nc2nc(N3CCOCC3)nc(N3CCOCC3)n2)c1	1	5	7	0.93	7	-9	-2	1.1	-0.3
COC(=O)C1C(=O)c2c([nH]c(C(=O)OCCOC(C)C)c2C)CC1C (stereo not given)	-2	-6	-7	1.1	-8	-3	-7	1	.
O=C(CN1CCN(c2ccccc2)CC1)Nc1cccc(C(F)(F)F)c1	-2	1	0	1	-3	23	3	0.77	-0.1
CCCCN1C(=O)NC(c2cccc([N+](=O)[O-])c2)C(C(=O)OCC)=C1C (stereo not given)	-2	-1	-8	0.98	2	4	-7	0.96	-2.4
CC1(C)C(=O)N(c2ccccc2F)C(=O)c2ccccc21	0	-2	4	1	-4	-6	-7	1.1	-1.3
O=C1/C(=N\S(=O)(=O)c2cccs2)C([n+]2cccc(Cc3ccccc3)c2)=C([O-])c2ccccc21	-4	-6	-1	1	0	14	-6	0.86	2.5
C=CCNC(=O)Nc1ccc(F)c(Cl)c1	0	-3	-5	0.91	9	-4	-7	1	7.8
Cc1ccc2c(c1)CC1(CN2C)C(=O)OC2(CCCCC2)OC1=O	0	0	-10	1	-4	0	0	1	1.7
COc1cc(CCC(=O)OCC(N)=O)cc(OC)c1OC	-1	-7	-14	1.1	-7	-3	2	1	8.8
CC(=O)c1c(C)[nH]c(C(=O)CSc2nc3ccccc3c(=O)n2CCCO)c1C	1	-1	-8	0.97	3	-10	-8	1.1	-2.6
CCC(CC)C(=O)NC12CC3CC(CC(C3)C1)C2	-1	0	-9	1.1	-6	-9	-2	1.1	-0.2
Cc1ccc(NC(=S)Nc2ccc3cn[nH]c3c2)c(C)c1	-1	1	1	1	-4	-15	-6	1.2	-1.6
CCNC(=S)N(CCc1c(C)[nH]c2ccc(OC)cc12)Cc1cccnc1	-3	-4	-7	1	-3	-5	-6	1.1	0.6
CC(c1ccccc1)C(CC(=O)O)C(=O)NC1CCCCC1 (stereo not given)	1	0	2	0.96	4	12	-1	0.89	0.7
Cn1c(CSc2nc3ccccc3s2)nnc1SCC(=O)NCCN1CCOCC1	-1	-6	4	0.98	2	3	-8	0.97	-0.3
O=C1c2ccccc2-c2onc3ccc(NCc4ccco4)c1c23	-7	-59	-26	0.92	8	9	-70	0.91	6.4
COc1cccc(CNS(=O)(=O)c2cc3c(cc2C)n(C)c(=O)c(=O)n3C)c1	0	-3	-4	0.92	8	10	0	0.9	-3.0
O=C(O)c1ccc2c(c1)ncn2C1CCCCCC1	0	9	-4	1.1	-13	5	-4	0.95	-1.5
Cc1c(/C=C2\SC(=O)N(CC(=O)Nc3ccc4c(c3)OCO4)C2=O)c2ccccc2n1C	1	0	10	0.86	14	28	-2	0.72	-0.4
COc1cc(NC(=S)Nc2ccc(N(C)C(C)=O)cc2)cc(OC)c1	0	1	-6	1.1	-10	7	-8	0.93	-1.1
Cc1ccc(S(=O)(=O)NNC(=S)Nc2cccc(C)c2C)cc1	1	-5	-7	1.1	-8	-15	-4	1.2	-0.1
c1coc(-c2nnc(-c3cccs3)o2)c1	0	3	-5	1	-5	8	-1	0.92	1.8

Three compounds from above, reduced to mIAP activ, A3G deaminase and MIN6 prolif:
| mol | mIAP activ | A3G deaminase | MIN6 prolif |
| --- | --- | --- | --- |
| Cc1ccc2c(c1)CC1(CN2C)C(=O)OC2(CCCCC2)OC1=O | 1 | 0 | 0 |
| COc1cc(CCC(=O)OCC(N)=O)cc(OC)c1OC | 1.1 | 2 | -1 |
| CC(=O)c1c(C)[nH]c(C(=O)CSc2nc3ccccc3c(=O)n2CCCO)c1C | 0.97 | -8 | 1 |

Additional structures.
SMILES	MIN6 prolif	APOBEC3A inh	ATG4B inhibitor	mIAP activ	mIAP inh	hIAP inh	A3G deaminase	hIAP activ	MPTP inh
N/C(=N\OC(=O)c1ccc([N+](=O)[O-])cc1Cl)c1ccccn1	-5	-2	-4	0.9	10	-8	-7	1.1	2.3
CCN1CCN(c2ccc(S(=O)(=O)N3CCOCC3)cc2N)CC1	1	3	5	1	0	-16	11	1.2	-0.3
Cc1csc(N(C(=O)CCNC(=O)c2ccc([N+](=O)[O-])cc2)c2ccccc2)n1	-2	1	-18	1	-2	-18	-5	1.2	0.9
Cc1cc(C(=O)NNC(=O)Nc2cccc(C(F)(F)F)c2)no1	-1	-1	7	0.99	1	-46	-7	1.5	-0.6
O=C1CNC(=O)c2c(nc3n2CCC3)N1	-2	-6	5	1	-4	7	-8	0.93	-0.3
COc1nccnc1NS(=O)(=O)c1ccc(NC(=S)NC(=O)c2ccccc2F)cc1	0	-6	8	0.81	18	-14	-13	1.1	-4.1
O=C(Nc1cccnc1)c1ccc(Cl)cc1[N+](=O)[O-]	-3	5	7	1	0	2	-2	0.98	-2.3
COC(=O)CCCC1=CC2=CC(=O)C(C)(OC(=O)c3cnc4ccccc4n3)C(=O)C2=CO1 (stereo not given)	-4	3	.	0.95	5	3	-13	0.97	.
COC(=O)c1cc2sccc2n1CC(=O)N1CCCc2ccccc21	2	-1	2	1.1	-9	-4	-2	1	-1.1
C[C@]12c3[nH]c4ccc(Cl)cc4c3CCN1C(=O)[C@@H](CC(=O)NCCN1CCOCC1)C[C@@H]2C(=O)N1CCOCC1	.	7	4	1.1	-8	.	0	.	-0.8

Screens: PubChem BioAssay, Sanford-Burnham Center for Chemical Genomics
